Lipid storage S3: qHTS Assay for Lipid Storage Modulators in Drosophila S3 Cells; Drosophila S3 cells, BODIPY lipid droplet fluorescence, 18-24 h; cells fed with added oleic acid; Potency in µM for hits, for the others lipid storage change, negative = inhibition, % at the top dose, mostly 46.1 µM; 0.64% of 320,000 active; active = well fitted inhibition curve with a large enough effect in the signal ratio, with a control signal flat, not every such curve was filed as active; inconclusive = small, poorly fitted or top-dose-only effect, or effect the other way, or a change in a side signal; the % refers to the signal ratio
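Drosophila S3 cells got compounds at several concentrations plus oleic acid (400 uM solution). Laser-scanning cytometry with 488 nm excitation read lipid droplets at 500-530 nm and cells at 575-640 nm. Percent activity was relative to 20 uM Triacsin C.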
Lipid storage S3 cell count max: also measured in Lipid storage S3; calls as there; cell number change, %; measured here: cell count max response;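 cells counted by Cell Tracker Red CMTPX staining in the red channel; peak over a dose series mostly up to 46.1 µM; percent activity relative to internal control wells on each plate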
Numbers without * were called inactive; i = inactive; ? = inconclusive; · = not tested or not shown. % is set by controls: 0 for no effect and ±100 for the full control effect; potency is the fitted concentration of half-maximal effect.

No.	molecule	Lipid storage S3	Lipid storage S3 cell count max
1	Cc1ccccc1NC(=O)CN1C(=O)S/C(=C\c2ccc(-c3cc(C(=O)O)ccc3C)o2)C1=O	?	·
2	Cn1c(C(=O)NCc2ccc3c(c2)OCO3)cc2sccc21	?	·
3	Cc1ccc(C)c(CN2C(=O)CSc3ccc(C(=O)NCC(C)CN4CCC(C)CC4)cc32)c1 (configuration not stated)	?	·
4	COc1ccc(/C=C/c2c([N+](=O)[O-])c(=O)n(C)c(=O)n2C)c(OC)c1OC	3.1%	-9.3
5	Cn1c(NCc2ccc(Cl)cc2)nc2ccccc21	?	·
6	COc1cc2c(cc1OC)C(C)N(C(=O)c1nccnc1C(=O)O)CC2 (configuration not stated)	?	·
7	CN(CCC#N)C(=O)COC(=O)c1ccc2c(c1)C(=O)N(C1CCCCC1)C2=O	?	·
8	Cc1ccc(C)c(S(=O)(=O)NCc2ccc(C(=O)N3CCOCC3)cc2)c1	?	·
9	O=C(CN1CCN(Cc2ccccc2)CC1)c1c[nH]c2ccccc12	?	·
10	O=C(/C=C/c1ccc([N+](=O)[O-])cc1)c1ccco1	1.8%	-5.2
11	Cc1cccc(CS(=O)(=O)Cc2ccc(C(=O)NCc3cccs3)o2)c1	?	·
12	Cc1cc(Cl)ccc1OCCCC(=O)NC1CCN(C)CC1	10.1%	-13.4
13	CCC(CC)NC(=O)c1n[nH]c(=O)c2ccccc12	?	·
14	CCCn1c(=O)[nH]c(=O)c2[nH]cnc21	-13.4%	10.9
15	CCCCN(C(=O)c1cccc(-n2cccc2)c1)c1c(N)n(CCC)c(=O)[nH]c1=O	?	·
16	CC(C)C1Nc2c(C(=O)O)cccc2C(Nc2ccccc2C(=O)O)C1(C)C (configuration not stated)	?	·
17	O=C(O)Cc1coc2ccc3ccccc3c12	-16.4%	6.9
18	CC1O[C@@H](O[C@H](C)CC[C@@H](C)O)C(O)C[C@H]1O (some centres not stated)	0.0%	15.0
19	CCc1ccc(C(=O)/C=C/NCc2ccc(F)cc2)cc1	-6.1%	-11.6
20	COc1cc(OC)cc(C(=O)N[C@H](C(=O)NCCc2ccc(S(N)(=O)=O)cc2)C(C)C)c1	?	·

New compounds follow:
No.	molecule	Lipid storage S3	Lipid storage S3 cell count max
21	C(#CCN1CCOCC1)COC(c1ccccc1)c1ccccc1	-0.5%	-13.5
22	C/C(=N\NC(=O)c1nnn(-c2nonc2N)c1CSc1ccccc1)c1ccc2c(c1)OCO2	?	·
23	COc1ccc(CCNC(=O)c2cc3c(=O)n4ccccc4nc3n(C3CCCCC3)c2=N)cc1	?	·
24	c1c2c(cc3sc(N4CCCCC4)nc13)OCO2	11.8%	-12.4
25	COc1ccccc1NC(=O)COc1ccc(C(=O)OCC(=O)N2CCCC2=O)cc1OC	?	·
26	O=C(CN(Cc1ccc(F)cc1)C(=O)c1csnn1)NCc1ccc2c(c1)OCO2	?	·
27	O=C(COc1ccc(Cl)cc1)Nc1cc(S(=O)(=O)N2CCCCC2)ccc1N1CCCCC1	?	·
28	CC(=O)Oc1cc2c3c(c1)/C(=C1/SC(=S)NC1=O)C(=O)N3C(C)(C)C=C2C	3.6%	17.1
29	COc1ccc(CN(C)C(=O)CCCNC(=O)c2ccc(Cl)cc2)cc1	i	-25.4
30	CCCCNc1ccc(C(CC(N)=O)NC(=O)Cc2cccc3ccccc23)cc1[N+](=O)[O-] (configuration not stated)	-9.7%	-0.6
31	CCOc1ccc(NS(=O)(=O)c2ccc(C)c(C(=O)NCCCn3ccnc3)c2)cc1	?	·
32	O=C(NCC(c1ccc(F)cc1)N1CCOCC1)c1ccccc1F (configuration not stated)	-3.9%	2.6
33	COc1ccc(-c2nc3ccccn3c2CN2CCN(c3ccccc3F)CC2)cc1	0.8%	3.7
34	CC(=O)c1ccccc1N(C(=O)Cn1nnc2ccccc21)C(C(=O)NCC1CCCO1)c1ccc(N2CCOCC2)cc1 (configuration not stated)	?	·
35	O=C(N/N=C/c1ccc2c(c1)OCO2)c1cc(-c2ccccc2Cl)nc2ccccc12	?	·
36	C=CCn1cnc2scc(-c3ccc(CC)cc3)c2c1=O	?	·
37	O=C(Nc1nncs1)Oc1ccccc1	?	·
38	O=c1[nH]ncn1-c1ccccc1	-9.0%	-13.9
39	CN1c2ccc(Cl)cc2C(=O)NC1C1CC=CCC1 (configuration not stated)	-6.5%	2.6
40	Cc1ccc(N(C(=O)c2csnn2)C(C(=O)NC2CCCCC2)c2ccccn2)cc1C (configuration not stated)	?	·

Further records follow:
No.	molecule	Lipid storage S3	Lipid storage S3 cell count max
41	Clc1ccccc1/C=N/NC1=Nc2cccc3cccc1c23	?	·
42	CN1CCCNc2nc3ccccc3nc21	i	·
43	CC1CCN(C(=O)C2CCC(CNS(=O)(=O)c3cccc4cccnc34)CC2)CC1 (configuration not stated)	?	·
44	COc1ccc(N(C)C(=O)CCS(=O)(=O)c2cccc3nonc23)cc1	?	·
45	CCOC(=O)c1c(C)[nH]c(C(=O)COC(=O)c2ccncc2)c1C	?	·
46	CCN=C1SC(CC(=O)Nc2ccc3c(c2)OCO3)C(=O)N1CC (configuration not stated)	7.4%	4.7
47	O=S(=O)(c1cnc(Cl)c(Cl)c1)N1CCCc2ccccc21	?	·
48	Cn1c(=O)c2c(c3ccccc31)OC(=O)CC2c1cccnc1 (configuration not stated)	?	·
49	CC(C)C(c1nnnn1Cc1ccco1)N1CCN(C2CCCC2)CC1 (configuration not stated)	?	·
50	CN=c1scc(C)n1/N=C/c1ccc(O)cc1	?	·
51	CCOC(=O)C1(CCCc2ccccc2)CCN(C2CCSCC2)CC1	14.8%	9.5
52	COc1cccc(-c2ccc(C#N)c(SCC(=O)NCCc3ccc(Cl)cc3)n2)c1	?	·
53	CCCCCCOC(=O)C1=C(C)NC(=O)NC1c1ccc2c(c1)OCO2 (configuration not stated)	?	·
54	COc1cc(/C=C2/C(=O)NN(c3ccc(Cl)cc3)C2=O)ccc1OC(=O)c1ccco1	?	·
55	C=CCSc1nnc(NC(=O)C2CSC3(C)CCC(=O)N23)s1 (configuration not stated)	i	-1.5
56	CCOC(=O)c1ccccc1NC(=O)CSc1cccc[n+]1[O-]	-5.5%	1.3
57	Cc1csc2nc3ccccc3c(=O)n12	i	·
58	CCN1C(=O)/C(=C2/Sc3ccccc3N2CCCS(=O)(=O)O)SC1=S	?	·
59	CCN(CC)S(=O)(=O)c1ccc(C(=O)OC2CCCCC2CN(C)C)cc1 (configuration not stated)	14.5%	5.3
60	COc1ccccc1C(=O)NCCC(=O)N1CCN(c2cccc(C(F)(F)F)c2)CC1	?	·

The list goes on:
No.	molecule	Lipid storage S3	Lipid storage S3 cell count max
61	COC(=O)CC1Nc2ccccc2SC1=O (configuration not stated)	?	·
62	CCNC(=O)CSc1nc(-c2ccc(F)cc2)cs1	7.1%	6.0
63	CCOC(=O)C(NC(=O)Nc1ccccc1)(OCC)C(F)(F)F (configuration not stated)	?	·
64	CCCCCC(=O)N/N=C(\C)c1ccc(Cl)cc1	?	·
65	CNc1ccccc1C(=O)OC	?	·
66	CN(c1ccccc1)c1ccc(/C=C(\C#N)c2nnc3n2CCCCC3)cc1[N+](=O)[O-]	-19.9%	0.8
67	O=C(NCc1ccccn1)C1CC(c2ccccc2O)=NO1 (configuration not stated)	2.2%	11.3
68	O=C(Cc1cccc(NC(=O)C2CCN(C(=O)C3CCCC3)CC2)c1)Nc1cccc(C(=O)N2CCCC2)c1	?	·
69	O=C(CC1C(=O)NCCN1Cc1c(F)cccc1Cl)NCc1ccccc1 (configuration not stated)	10.6%	11.1
70	NS(=O)(=O)c1ccc(NS(=O)(=O)c2ccc(NC(=S)Nc3ccccc3)cc2)cc1	?	·
71	CC(CCc1ccco1)NC(=O)CCc1nnc2ccc(NCc3ccc(Cl)cc3)nn12 (configuration not stated)	14.9%	·
72	Cc1ccc(CC2CC(=O)N(c3ccc4c(c3)OCCO4)C2=O)cc1 (configuration not stated)	?	·
73	COC(=O)CSc1nc(C)cc(Oc2ccccc2)n1	?	·
74	CC(=O)c1ccc(NC(=S)Nc2cccc(Cl)c2C)cc1	7.4%	26.4
75	COc1ccc(/C=C2/SC(=S)N(CCC(=O)O)C2=O)cc1	-19.3%	-16.6
76	O=C(Nc1nnc(S(=O)(=O)N2CCCCCC2)s1)c1ccc(Br)cc1	?	·
77	Cc1ccc(N(CC(=O)NCc2ccco2)C(=O)CCC(=O)Nc2ccccn2)c(C)c1	?	·
78	COc1ccc(C)c2sc(NC(=O)CCS(=O)(=O)c3ccccc3)nc12	?	·
79	COc1ccc(S(=O)(=O)N2CCN(C(=O)c3sccc3-c3ccccc3)CC2)cc1	13.0%	5.1
80	Cc1ccc(S(=O)(=O)N2CCOCC2)cc1C(=O)OCC(=O)NC1CCCC(C)C1C (configuration not stated)	?	·

In the list so far, 2 have a CF3 group.
No.	molecule	Lipid storage S3	Lipid storage S3 cell count max
60	COc1ccccc1C(=O)NCCC(=O)N1CCN(c2cccc(C(F)(F)F)c2)CC1	?	·
63	CCOC(=O)C(NC(=O)Nc1ccccc1)(OCC)C(F)(F)F (configuration not stated)	?	·

Continuation:
No.	molecule	Lipid storage S3	Lipid storage S3 cell count max
81	Cc1ccccc1NC(=O)C1CCC(C)(C(=O)O)C1(C)C (configuration not stated)	?	·
82	CN1CCN(c2nc3c(c(=O)[nH]c(=O)n3C)n2CCOc2ccccc2)CC1	i	·
83	Cc1c(NC(=O)CN2CCN(c3ccc(O)cc3)CC2)c(=O)n(-c2ccccc2)n1C	-6.0%	-22.9
84	CC(OC(=O)c1ccc(-n2cnnn2)cc1)C(=O)Nc1ccccc1[N+](=O)[O-] (configuration not stated)	?	·
85	COc1ccc(-c2ccnc3c(C(=O)O)cnn23)cc1	?	·
86	O=C(Nc1ccccc1C(=O)OCc1nnc(-c2ccccc2)o1)c1ccco1	?	·
87	CCc1nnc(NS(=O)(=O)c2ccc(N=Cc3c(C)[nH]n(-c4ccc(C)cc4)c3=O)cc2)s1	?	·
88	O=C(NC1C=CS(=O)(=O)C1)c1ccccc1 (configuration not stated)	-10.1%	-6.2
89	Cc1ccc(C)c(N2CCN(C(=O)CN3C(=S)NC(C)(C)CC3C)CC2)c1 (configuration not stated)	?	·
90	Cc1ccc(C)c(NC2=C(Cl)C(=O)OC2OC(C)C)c1 (configuration not stated)	i	·
91	CCOCCCNC(=O)C1CCCN(S(=O)(=O)c2ccc(-n3cnnn3)cc2)C1 (configuration not stated)	-9.8%	-9.0
92	Cc1ccc2c(CN3CCN(S(=O)(=O)c4ccccc4C(F)(F)F)CC3)cc(=O)oc2c1	?	·
93	Oc1ccc(C2=Nn3c(nnc3-c3ccco3)SC2)cc1O	?	·
94	Cc1ccc(N2CCN(S(=O)(=O)c3ccc4c(c3)n(C)c(=O)c(=O)n4C)CC2C)cc1 (configuration not stated)	-1.8%	9.1
95	Cc1nc2nc(C)c(CCC(=O)NCCCN3CCN(c4cccc(Cl)c4)CC3)c(C)n2n1	?	2.3
96	CC(C)(C)c1nn(-c2ccccc2)c2[nH]c(=O)c(CNCc3ccc4c(c3)OCO4)cc12	?	·
97	CCOC(=O)c1ccc2[nH]c3c(c2c1)CCCC3C(=O)OCC (configuration not stated)	?	·
98	COc1cccc(N2CCN(C3OC(=O)c4ccccc43)CC2)c1 (configuration not stated)	?	·
99	CCOC(=O)N1CCN(C(=O)C2CCCN(Cc3nc(-c4ccc(Cl)cc4)oc3C)C2)CC1 (configuration not stated)	-9.9%	-9.7
100	N#CCN1CCC(c2cc(-c3ccco3)n[nH]2)CC1	6.5%	8.8

(continued)
No.	molecule	Lipid storage S3	Lipid storage S3 cell count max
101	O=C(NNS(=O)(=O)c1ccc(Cl)cc1)c1cc(-c2ccccc2)n[nH]1	?	·
102	CC(=O)Nc1ccc(C(=O)CSc2ncn(-c3ccccc3)n2)cc1	i	2.7
103	COc1ccccc1N1CCN(/N=C/c2cc([N+](=O)[O-])ccc2Cl)CC1	-5.6%	-15.8
104	O=C(O)/C(=C\c1ccc(Cl)cc1)c1ccc(F)cc1	?	·
105	Cc1cc(C(=O)N/N=C/c2ccccn2)c2ccccc2n1	-6.8%	·
106	CC(C)c1nnc(NC(=O)c2cnccn2)s1	?	·
107	COC(=O)c1ccc(C(=O)OC)c(NS(=O)(=O)c2ccc(NC(C)=O)cc2)c1	?	·
108	Cc1ccc(NC(=S)N2CCN(c3ncccn3)CC2)c(C)c1	9.8%	5.4
109	O=C(COC(=O)c1cncc(Br)c1)NC1CCCCC1	?	·
110	COc1ccccc1C(=O)NCC(c1ccco1)N1CCc2ccccc21 (configuration not stated)	?	·
111	c1ccc(-n2nnnc2NC2CCCCCC2)cc1	13.9%	·
112	CS(=O)(=O)c1nc2ccccc2n1Cc1ccccc1	-8.5%	6.8
113	O=C1/C(=C/c2ccncc2)SC(=S)N1Cc1ccccc1	-3.7%	-8.5

An excerpt from above in order of length of the SMILES, highest first.
No.	molecule	Lipid storage S3	Lipid storage S3 cell count max
103	COc1ccccc1N1CCN(/N=C/c2cc([N+](=O)[O-])ccc2Cl)CC1	-5.6%	-15.8
108	Cc1ccc(NC(=S)N2CCN(c3ncccn3)CC2)c(C)c1	9.8%	5.4
105	Cc1cc(C(=O)N/N=C/c2ccccn2)c2ccccc2n1	-6.8%	·

Compound activity (PubChem)

Only part of the results is shown; the hit share may differ from the screen's.
